CAL PDZ FP-1: CAL PDZ (human) peptide binding inhibition; Q9HD26; purified CAL PDZ, TMR-peptide fluorescence polarization, 1 h; inhibition, % at 24.9 µM; 300,000 tested, 0.92% active; AID 602252;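 active means mean inhibition of at least 30% with at least half of replicates also reaching 30%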;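 further: 0% = DMSO neutral control and 100% = excess unlabeled competitor peptide PRC23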
SR-BI uptake up: SR-BI HDL lipid transfer activation; CHO ldlA[mSR-BI] cells, DiI-HDL uptake fluorescence, 3 h; 100 = double the neutral-control signal; activation, % at 12.5 µM; 320,000 tested, 0.096% active; AID 504775;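 active means mean replicate activation of at least 60% and every replicate at or above 60%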;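 further: 0% = median plate neutral-control signal and 100% = twice that signal; values of inactives mirror those of a sister screen read the other way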
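Assay system: CHO ldlA[mSR-BI] cells, LDL receptor-null, SR-BI overexpressing; medium: Ham's F12 with 0.5% BSA, HEPES 25 mM, pH 7.4; also added: DiI-HDL 10 µg/mL; timing: 3 h uptake period with compound, 37 °C; signal: DiI fluorescence, bottom read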
CAL PDZ FP-2: human CAL PDZ-peptide interaction inhibition | purified CAL PDZ, TMR-peptide fluorescence polarization, 1 h | inhibition, % at 20 µM | 330,000 tested, 0.02% active | AID 504414;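 active means highest replicate inhibition of at least 40%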;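 further: plate controls were DMSO neutral control wells for no effect and unlabeled competitor peptide control wells for full effect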
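System: tagged CAL PDZ domain. Schedule: 1 h room-temperature incubation prior to read. Signal: fluorescence polarization (mP). Measure: percent inhibition from loss of millipolarization.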
Tat transport: blocks Tat-dependent protein export in E. coli; E. coli MC4100 TorA-mCherry Tat export, fluorescence; inhibition, % at 10 µM; 340,000 tested, 0.036% active;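 active means mean replicate inhibition at least 50% and at least half of replicates individually reaching 50%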;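 further: exported cargo escapes ClpAP degradation while cytoplasmic cargo is degraded and loses fluorescence; 0% = median of neutral control wells and 100% = median of NaSCN control wells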
E coli growth: bacterial growth inhibition, counter-screen for AddAB inhibitors; AID 449728; inhibition, % at 11.9 µM; E. coli V3065 growth, OD600 absorbance, 18 h; 330,000 tested, 0.27% active;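 active means inhibition above the campaign's mean inhibition across all tested compounds plus 3 SD, cut at about 9.9% in these data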;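 further: uninfected addAB+ strain grown without phage in ampicillin broth; 0% = DMSO wells and 100% = ciprofloxacin 0.95 µg/ml wells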
phage Ecoli inh: E. coli growth loss with phage present | growth absorbance | inhibition, % at 11.9 µM | 360,000 tested, 0.26% active | AID 651602; in the data active means inhibition above about 11%
AddAB inh: less growth of phage-infected E. coli with AddAB. E. coli expressing H. pylori AddAB, absorbance growth. inhibition, % at 11.9 µM. 330,000 tested, 0.29% active. AID 435030; in the data active means inhibition above about 12%;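 further: 0% = vehicle wells of infected cells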
Wnt bcat act: activates Wnt/beta-catenin signaling in a reporter cell assay. activation, % at 9.35 µM. 300,000 tested, 1.2% active. activator, plate reader. AID 743398; in the data active means activation above about 30%, passing the limit was not always enough;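 further: 0% = neutral control wells and 100% = positive control wells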
MITF act: MITF TRPM1 promoter activation in melanoma cells; activation, % at 12.5 µM; 300,000 tested, 0.75% active; SK-MEL-5 TRPM1-promoter luciferase, 24 h; % of positive control, neutral wells = 0;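 active means mean activation of at least 80% with every replicate also reaching 80%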;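 further: 0% = neutral control wells and 100% = parthenolide positive control wells; values of inactives mirror those of a sister screen read the other way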
SR-BI HDL uptake: mouse SR-BI HDL lipid transfer inhibition; Q61009; ldlA[mSR-BI] CHO cells, DiI-HDL uptake fluorescence, 3 h; inhibition, % at 12.5 µM; 320,000 tested, 0.96% active; AID 488896;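 active means mean replicate inhibition of at least 70% and a set share of replicates each scoring 70 or more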;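 further: 0% = median of neutral control wells and 100% = median of positive control wells; values of inactives mirror those of a sister screen read the other way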
Target sequence (Q61009 whole entry, looked up): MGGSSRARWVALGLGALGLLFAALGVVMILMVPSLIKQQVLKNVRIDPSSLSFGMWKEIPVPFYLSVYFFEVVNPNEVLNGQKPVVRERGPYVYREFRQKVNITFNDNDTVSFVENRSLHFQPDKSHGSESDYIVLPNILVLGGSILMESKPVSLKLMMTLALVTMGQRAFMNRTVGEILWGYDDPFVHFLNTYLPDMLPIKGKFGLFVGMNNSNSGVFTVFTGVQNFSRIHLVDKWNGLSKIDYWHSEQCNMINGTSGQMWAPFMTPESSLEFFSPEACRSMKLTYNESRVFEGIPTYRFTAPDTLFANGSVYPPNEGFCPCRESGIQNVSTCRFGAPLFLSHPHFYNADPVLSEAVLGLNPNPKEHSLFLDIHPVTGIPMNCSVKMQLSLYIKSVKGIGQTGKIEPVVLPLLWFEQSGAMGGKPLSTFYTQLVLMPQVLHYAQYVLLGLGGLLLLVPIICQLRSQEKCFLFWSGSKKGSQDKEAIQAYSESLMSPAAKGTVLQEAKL
Starred values were filed as active, the others as inactive; nt = no result given. Rows were taken by chance (roughly 3.6% active in at least one column).

SMILES	CAL PDZ FP-1	SR-BI uptake up	CAL PDZ FP-2	Tat transport	E coli growth	phage Ecoli inh	AddAB inh	Wnt bcat act	MITF act	SR-BI HDL uptake
OC(CCN1CCCC1)(c1ccccc1)C1CCCCC1 (centres undefined)	-4	6	-0.9	-14	0.2	1.2	-0.8	-4	7	9
COc1ccc(-c2nn(-c3ccccc3)cc2/C=C/C(=O)OCC(=O)Nc2cccc(C#N)c2)cc1	-2	-25	-1.8	23	-1.0	3.9	4.5	nt	4	25
CCOC(=O)c1ccc(N[C@@H]2CCN3C(=O)c4ccccc4[C@@H]3C[C@H]2O)cc1	-2	-17	-2.6	-1	3.2	1.3	-0.7	-2	0	17
Nc1nnn(CC(=O)N/N=C/c2ccc(Cl)cc2Cl)n1	0	-10	-0.1	7	1.2	2.1	0.5	-1	-9	10
CCOc1ccc(NC(=O)Cn2nnc(-c3ccccc3NC(=O)C3CC3)n2)cc1	1	10	-1.8	-8	-3.0	2.2	-0.9	nt	-11	-10
COc1cccc(NC(=O)C2C3CC4OC(=O)C2C4C3)c1 (centres undefined)	2	nt	-1.4	-6	-1.2	-0.4	2.6	1	-2	nt
CNC(=O)c1c(NC(=O)c2ccc(N3C(=O)CCC3=O)cc2)sc2c1CCCC2	nt	-87	-4.2	-6	-2.2	2.2	-1.1	-2	-9	87*
COc1ccc(-c2nc3c4ccccc4[nH]c(=O)n3n2)cc1	-1	2	-30	-6	2.8	1.2	-0.3	59*	nt	-2
Cc1cc(C)n2nc(SCC(=O)N(C)c3ccccc3)nc2n1	1	-6	-0.7	-3	-0.1	-1.9	0.3	nt	-3	6
Cc1cc(Cl)ccc1NC(=O)CCC(=O)N/N=C/c1cc([N+](=O)[O-])ccc1O	-1	10	-2.8	-4	-0.8	4.3	3.5	-5	9	-10
O=C(CCN1CCN(CCO)CC1)Nc1ccc(OCc2ccccc2)cc1	nt	15	-0.1	-6	-0.5	1.6	6.8	nt	1	-15
C/C(=N/NC(=O)c1ccc(Br)o1)c1ccncc1	-4	-17	-1.1	6	0.0	2.0	0.9	-6	16	17
N#CCCNS(=O)(=O)c1ccc(C(=O)OCC2CCCCC2)cc1	-1	nt	-3.0	13	0.1	-0.8	3.6	-3	5	nt
CC1CN(C(=O)CCC(=O)NCc2ccccc2)c2cc(Cl)ccc2O1 (centres undefined)	-3	-21	-0.9	2	0.6	3.1	-2.2	-6	nt	21
CCOc1ccccc1NC(=S)Nc1ncccc1C	-9	-13	-0.3	1	1.2	3.8	2.7	4	0	13
O=C1COc2cc(S(=O)(=O)CCC(=O)N3CCCCC3)c(Cl)cc2N1	3	21	0.0	-8	-1.1	0.9	-0.3	-1	nt	-21
COc1ccc(NC(=O)CC(C(=O)O)C(C)c2ccccc2)cc1 (centres undefined)	1	1	-0.3	-6	nt	4.0	nt	0	nt	-1
NC(=S)N/N=C\c1ccccc1OCc1ccccc1	-2	-50	-1.3	-3	-2.0	2.6	0.5	-5	-15	50
O=C(c1sc2ccccc2c1Cl)N1CCN(c2ccc(F)cc2)CC1	-4	-6	0.4	17	1.4	3.7	3.2	-1	0	6
CCc1cc2c(SCC(=O)c3ccc(C)cc3)ncnc2s1	1	-2	-2.1	1	-3.3	2.4	-2.1	0	27	2
C/C(=N/NS(=O)(=O)c1ccc(Cl)cc1)c1cccc(O)c1	-5	-13	0.7	12	1.0	1.3	4.5	nt	8	13
CNC(=O)CC1C(=O)N(C)C(=S)N1NC(=O)c1ccc(Cl)cc1 (centres undefined)	-2	36	-0.3	-2	0.7	0.6	1.7	nt	-11	-36
CC(C)(C)C(=O)Nc1ccc(C(=O)NNC(=O)c2ccccc2)cc1	4	-2	-0.4	-3	-3.3	1.6	0.1	-1	6	2
COC(=O)C1(Cc2ccccc2)NC(c2ccccc2C)C2C(=O)N(c3ccc4c(c3)OCO4)C(=O)C21 (centres undefined)	-8	-11	-3.2	-2	0.0	2.2	0.0	nt	0	11

Record cards, from the list above. Order of screens: CAL PDZ FP-1, SR-BI uptake up, CAL PDZ FP-2, Tat transport, E coli growth, phage Ecoli inh, AddAB inh, Wnt bcat act, MITF act, SR-BI HDL uptake
`C/C(=N/NS(=O)(=O)c1ccc(Cl)cc1)c1cccc(O)c1` is listed with -5, -13, 0.7, 12, 1.0, 1.3, 4.5, nt, 8, 13
`NC(=S)N/N=C\c1ccccc1OCc1ccccc1` is listed with -2, -50, -1.3, -3, -2.0, 2.6, 0.5, -5, -15, 50
`O=C(c1sc2ccccc2c1Cl)N1CCN(c2ccc(F)cc2)CC1` is listed with -4, -6, 0.4, 17, 1.4, 3.7, 3.2, -1, 0, 6
`CNC(=O)CC1C(=O)N(C)C(=S)N1NC(=O)c1ccc(Cl)cc1` (centres undefined) is listed with -2, 36, -0.3, -2, 0.7, 0.6, 1.7, nt, -11, -36
`O=C1COc2cc(S(=O)(=O)CCC(=O)N3CCCCC3)c(Cl)cc2N1` is listed with 3, 21, 0.0, -8, -1.1, 0.9, -0.3, -1, nt, -21

Seven entries from above, sorted by the number in SR-BI uptake up, ascending.
molecule,CAL PDZ FP-1,SR-BI uptake up,CAL PDZ FP-2,Tat transport,phage Ecoli inh,AddAB inh,Wnt bcat act,MITF act,SR-BI HDL uptake
NC(=S)N/N=C\c1ccccc1OCc1ccccc1,-2,-50,-1.3,-3,2.6,0.5,-5,-15,50
CC1CN(C(=O)CCC(=O)NCc2ccccc2)c2cc(Cl)ccc2O1 (centres undefined),-3,-21,-0.9,2,3.1,-2.2,-6,nt,21
CCOc1ccccc1NC(=S)Nc1ncccc1C,-9,-13,-0.3,1,3.8,2.7,4,0,13
COC(=O)C1(Cc2ccccc2)NC(c2ccccc2C)C2C(=O)N(c3ccc4c(c3)OCO4)C(=O)C21 (centres undefined),-8,-11,-3.2,-2,2.2,0.0,nt,0,11
COc1ccc(NC(=O)CC(C(=O)O)C(C)c2ccccc2)cc1 (centres undefined),1,1,-0.3,-6,4.0,nt,0,nt,-1
O=C1COc2cc(S(=O)(=O)CCC(=O)N3CCCCC3)c(Cl)cc2N1,3,21,0.0,-8,0.9,-0.3,-1,nt,-21
CNC(=O)CC1C(=O)N(C)C(=S)N1NC(=O)c1ccc(Cl)cc1 (centres undefined),-2,36,-0.3,-2,0.6,1.7,nt,-11,-36

Additional structures
SMILES	CAL PDZ FP-1	SR-BI uptake up	CAL PDZ FP-2	Tat transport	E coli growth	phage Ecoli inh	AddAB inh	Wnt bcat act	MITF act	SR-BI HDL uptake
CCOC(=O)c1c2c(n(-c3ccc(OC)cc3)c1C)C(=O)C(=O)c1ccccc1-2	5	-70	1.5	-2	nt	nt	nt	nt	-94	70
Cc1nc(CNS(=O)(=O)c2cc(F)ccc2F)cs1	-2	29	-2.0	1	-1.7	1.1	0.2	0	-2	-29
CCOC(=O)c1c(NC(=O)CN2CCCc3ccccc32)sc(C)c1C	-1	-31	-1.9	-5	-2.1	2.2	0.6	nt	12	31
C#Cc1cccc(C(=O)NC2CCCN(C3Cc4ccccc4C3)C2)c1 (centres undefined)	-3	-8	-2.2	-5	0.8	-0.1	4.2	-3	-14	8
Cc1noc(NS(=O)(=O)c2ccc(N/C=C/C(=O)c3ccccc3)cc2)c1C	nt	-9	0.3	-8	6.5	8.1	8.0	nt	4	9
COc1ccc(OC)c(CN2C(=O)CCC2(C)C(=O)NC2CCCCCC2)c1 (centres undefined)	-3	19	-1.4	9	-1.7	3.1	-2.8	-5	5	-19
O=[N+]([O-])c1ccc(OC/C=C2\Oc3ccc([N+](=O)[O-])cc3C2N2CCOCC2)cc1 (centres undefined)	-3	-17	-0.5	10	2.2	1.2	3.5	nt	-10	17
O=C1CCC[C@@H]2[C@@H](Cc3ccccc3)[C@H](N3CCN(c4ccccc4)CC3)C[C@@H]3CCN1[C@@H]32	-2	-10	-0.4	20	nt	0.0	nt	-2	-2	10
COc1ccc(NC(=O)COC(=O)COc2ccc(Br)cc2)cc1	nt	27	1.1	3	2.0	2.6	1.4	-1	2	-27
CCCCC1=CC2=CC(=O)C(C)(OC(=O)CC)C(=O)C2=CN1Cc1ccco1 (centres undefined)	-3	14	-0.9	-3	-0.8	nt	-0.2	nt	-8	-14
Cc1ccc(NC(=O)c2ccc(N3CCOCC3)c([N+](=O)[O-])c2)cc1S(=O)(=O)N1CCOCC1	-3	-47	-2.9	2	-0.3	0.7	-0.3	nt	-23	47
CCc1ccc(S(=O)(=O)/N=C2\C=C(Nc3cccc(C(=O)O)c3)C(=O)c3ccccc32)cc1	2	12	0.2	-3	-0.2	0.8	5.5	9	-23	-12
O=C1N/C(=N\N=C\c2ccco2)SC1Cc1ccc(F)cc1 (centres undefined)	-3	15	nt	-1	-4.2	2.4	-0.7	1	6	-15
O=C(Nc1cccc(O)c1)C1CC(c2cccc(Br)c2)=NO1 (centres undefined)	-4	0	-0.8	-11	-2.1	2.6	-1.1	-1	nt	0
O=c1c2cn[nH]c2nc(SCc2cc(=O)n3cc(Br)ccc3n2)n1-c1ccc(Br)cc1	1	-4	-4.6	0	0.5	0.8	-0.9	-1	-1	4
COC(=O)c1ccccc1NC(=O)C1=CC(c2cccs2)=NS(=O)(=O)N1C	nt	12	0.1	6	-0.8	1.7	0.9	3	10	-12
COc1cc(C2c3cc4c(cc3OC(N3CCOCC3)C2C)OCO4)cc(OC)c1OC(C)=O (centres undefined)	-5	-6	-2.8	-8	nt	-0.4	nt	-3	nt	6
Cc1ccc(CNC(=O)C2CCCN(S(=O)(=O)c3c(C)[nH]c(=O)[nH]c3=O)C2)cc1 (centres undefined)	-5	25	-2.4	-4	-1.3	1.1	4.3	-2	4	-25
CCCCN(C(=O)COC(=O)CSc1ccc([N+](=O)[O-])cc1)c1c(N)n(CCC)c(=O)[nH]c1=O	-2	-3	-2.0	2	0.7	1.8	3.4	4	12	3

Reformatted in CSV form: entries from further up.
smiles,CAL PDZ FP-1,SR-BI uptake up,CAL PDZ FP-2,Tat transport,E coli growth,phage Ecoli inh,AddAB inh,Wnt bcat act,MITF act,SR-BI HDL uptake
CCc1cc2c(SCC(=O)c3ccc(C)cc3)ncnc2s1,1,-2,-2.1,1,-3.3,2.4,-2.1,0,27,2
C/C(=N/NS(=O)(=O)c1ccc(Cl)cc1)c1cccc(O)c1,-5,-13,0.7,12,1.0,1.3,4.5,nt,8,13

High-throughput results: PubChem BioAssay, several laboratories
